Compound activity as filed in PubChem.
RGS8-Gao reg – human RGS8-Galphao interaction regulation; P09471; multiplexed bead flow cytometry, RGS8-Galphao binding; actives lie on both sides; response (percent of control binding), % at 10 µM; 220,000 compounds, 0.34% hits; in the data active means response below about 60% or above about 140%; inactive means in between;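 further: Galphao activated as the GDP aluminium fluoride complex binding bead-coupled RGS8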
Mcl1-Noxa inh – disrupts binding of human Mcl-1 to Noxa peptide. Q07820. TR-FRET Mcl-1/Noxa peptide binding, 2 h. inhibition, % at 21.7 µM. 220,000 compounds, 1.5% hits. AID 1022;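 active means compounds that cut the protein-peptide binding signal by more than 50% relative to plate controls in a single-dose test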;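 further: His-tagged Mcl-1 with rhodamine Noxa BH3 peptide and terbium anti-His antibody; 0% = Mcl-1 plus Noxa peptide wells and 100% = peptide-only wells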
Target sequence (Q07820 whole entry, looked up): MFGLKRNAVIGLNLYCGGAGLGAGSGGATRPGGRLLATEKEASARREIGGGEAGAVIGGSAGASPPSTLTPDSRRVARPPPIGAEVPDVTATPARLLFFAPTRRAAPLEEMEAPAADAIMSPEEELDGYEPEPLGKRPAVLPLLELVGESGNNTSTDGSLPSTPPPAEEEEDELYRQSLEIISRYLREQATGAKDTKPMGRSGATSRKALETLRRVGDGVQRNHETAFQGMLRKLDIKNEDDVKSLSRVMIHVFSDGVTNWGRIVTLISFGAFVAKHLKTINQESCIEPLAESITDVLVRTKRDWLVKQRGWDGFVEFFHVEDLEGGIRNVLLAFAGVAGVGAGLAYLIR
Bcl-B Bim block – disrupts Bim peptide binding to human Bcl-B; Q9HD36; bead-based flow cytometry; inhibition, % at 10 µM; 190,000 compounds, 0.073% hits; AID 951;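 further: 0% = tracer peptide without compound and 100% = reference inhibitor peptide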
Bcl-W Bim block – inhibitors of Bim-Bcl-W interaction, human; bead-based flow cytometry, Bim peptide-Bcl-W binding; AID 952; 190,000 compounds, 0.02% hits; inhibition, % at 10 µM; Q92843;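 further: 0% = bound tracer without compound and 100% = peptide blocker; higher means less fluorescent Bim peptide bound to Bcl-W beads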
Target sequence (Q92843 whole entry, looked up): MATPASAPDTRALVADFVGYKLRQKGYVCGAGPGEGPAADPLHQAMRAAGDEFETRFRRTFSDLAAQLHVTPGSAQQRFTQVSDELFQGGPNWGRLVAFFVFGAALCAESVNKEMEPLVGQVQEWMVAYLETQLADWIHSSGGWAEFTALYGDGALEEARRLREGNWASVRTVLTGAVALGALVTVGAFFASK
Bfl-1 Bim block – human Bim-Bfl-1 interaction inhibition; Q16548; Bead-based flow cytometry, Bim-Bfl-1 binding inhibition; inhibition, % at 10 µM; 190,000 compounds, 0.12% hits; AID 1008;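 further: 0% = wells without compound plus tracer and 100% = blocker peptide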
Bim-Bcl-XL – disrupts Bim peptide binding to human Bcl-XL; inhibition, % at 10 µM; AID 1007; 190,000 compounds, 0.04% hits; bead flow cytometry, fluorescence
Target sequence (Q07817 whole entry, looked up): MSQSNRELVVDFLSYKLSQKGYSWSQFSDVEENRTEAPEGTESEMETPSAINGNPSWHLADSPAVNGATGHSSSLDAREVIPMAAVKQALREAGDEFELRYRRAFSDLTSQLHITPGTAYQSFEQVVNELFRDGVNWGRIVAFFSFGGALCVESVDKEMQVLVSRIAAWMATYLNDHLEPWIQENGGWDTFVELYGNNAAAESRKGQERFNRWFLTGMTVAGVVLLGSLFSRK
Bim-Bcl-2 – disrupts Bim peptide binding to human Bcl-2; AID 950; Bead-based flow cytometry, Bim peptide-Bcl-2 binding; 190,000 compounds, 0.06% hits; inhibition, % at 10 µM; in the data active means inhibition above about 40%; inconclusive means no clear call, values can overlap the other calls;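 further: 0% = no compound wells with probe peptide and 100% = reference peptide inhibitor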
Bim-Mcl-1 – disrupts Bim peptide binding to human Mcl-1; 190,000 compounds, 0.1% hits; Q07820; AID 1009; Bead-based flow cytometry, Bim peptide-Mcl-1 binding; inhibition, % at 10 µM;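 further: 0% = no compound tracer wells and 100% = peptide blocker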
RGS7-Gao reg – human RGS7-Galphao interaction regulation; Multiplexed bead flow cytometry, RGS7-Galphao binding; actives lie on both sides; P09471; binding response (% of control), % at 10 µM; 220,000 compounds, 0.35% hits; in the data active means binding response below about 49% or above about 150%; inconclusive means no clear call, values can overlap the other calls; inactive means in between;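 further: fluorescent Galphao held in activated GDP-AlF4 state binding bead-coupled RGS7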
Mcl1 Bid PPI – Mcl-1/Bid interaction inhibition. TR-FRET Mcl-1/Bid-Dy647 peptide binding, 1536-well. 220,000 compounds, 0.97% hits. AID 1021. inhibition, % at 21.7 µM. Q07820;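 active means compounds that cut the binding signal by more than half at the single screening dose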;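 further: His-tagged Mcl-1 with europium anti-His antibody binding Bid BH3 peptide; 0% = Mcl-1 plus peptide wells and 100% = peptide-only wells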
RGS4-Gao reg – modulates binding of RGS4 to human Galphao. 220,000 compounds, 0.33% hits. binding response (% of control), % at 10 µM. Multiplexed bead flow cytometry; actives lie on both sides; in the data active means binding response below about 49% or above about 150%; inactive means in between;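 further: fluorescent Galphao activated with aluminum fluoride binding bead-coupled RGS4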
* marks the source's active call; other numbers are inactive results; u = inconclusive; x = no result given. Unless noted, no stated cut-off is given here; in the data, active means inhibition above about 40%. Hits appear at their usual frequency. About 2.7% of those tested had a hit in this group.

RGS8-Gao reg	Mcl1-Noxa inh	Bcl-B Bim block	Bcl-W Bim block	Bfl-1 Bim block	Bim-Bcl-XL	Bim-Bcl-2	Bim-Mcl-1	RGS7-Gao reg	Mcl1 Bid PPI	RGS4-Gao reg	smiles
102	19	-4	1	-12	5	-10	-1	99	32	105	COc1ccc(-c2nc(C#N)c(N3CCC(C(N)=O)CC3)o2)cc1
101	35	-10	-5	-4	-7	-9	-3	102	14	104	Cc1ccc(OCC(=O)N/N=C/c2c[nH]c3ccccc23)c([N+](=O)[O-])c1
99	59*	-2	1	2	-1	1	0	97	-33	93	O=C(Nc1ccc(Br)cc1)c1ccc(N2C(=O)C3CC=CCC3C2=O)cc1 (centres undefined)
101	0	-1	0	0	-2	0	-3	98	-8	100	O=C(NCc1ccccc1)C1CCC(CNc2c(N3CCCCC3)c(=O)c2=O)CC1 (centres undefined)
90	-10	0	5	0	4	-1	-5	95	-7	90	CCOC(=O)c1sc(NC(=O)c2cccc(S(=O)(=O)N(CC)CC)c2)cc1C
98	6	-6	-2	-3	2	-5	1	102	-3	102	CCOC(=O)NC(=O)CSc1nnnn1-c1ccc(C)cc1
123	6	1	0	-2	0	-2	0	118	3	114	COC(=O)c1ccc(C)c(NC(=O)Cn2cnc3ccccc3c2=O)c1
83	3	-2	-1	0	-1	-2	-1	90	-14	79	Cc1csc(NC(=O)C2CCCN2C(=O)OCC(C)C)n1 (centres undefined)
104	9	-11	0	-7	-5	-6	-1	101	-15	100	Clc1cccc(N2CCN(c3nnnn3-c3ccccc3)CC2)c1
107	-1	-8	-5	-20	-5	-9	-3	104	5	109	N/C(=N\OC(=O)CCCCCN1C(=O)c2ccccc2C1=O)c1ccccc1
104	3	-6	-12	-4	-16	-5	-25	102	-8	106	CC(=O)Nc1ccc(C(=O)N/N=C/C2CC3C=CC2C3)cc1 (centres undefined)
79	-3	0	1	2	-2	1	3	95	-2	97	Cc1cc(OCCn2cnc3ccccc3c2=O)cc(C(C)C)c1
100	7	-8	0	-19	-6	-9	-5	98	2	100	Cc1ccc(N2CC(C(=O)NCCC(C)C)CC2=O)cc1 (centres undefined)
103	29	-3	-1	-5	-2	-2	-1	u	-60	104	CC(C)c1ccc(NC(=O)C[n+]2ccn(C3=C([O-])c4ccccc4C3=O)c2)cc1
101	28	x	x	x	x	x	x	u	-67	103	CN(C)S(=O)(=O)c1ccc(NC(=O)c2ccc([N+](=O)[O-])cc2)cc1
103	2	-1	-3	-5	-1	-4	0	u	-28	102	O=[N+]([O-])c1cc(C(F)(F)F)ccc1SCC(O)CO (centres undefined)
102	15	-5	-2	1	-4	0	-4	96	3	98	O=C(Nc1ccc(F)cc1)c1sc(Cl)nc1-c1ccccc1
104	2	-3	0	-7	-3	-3	4	u	-7	102	O=C(OCc1nnc(-c2ccccc2)o1)c1ccccc1
101	0	-2	3	-11	-2	-7	1	106	-17	106	CCCc1cc(C(=O)NCc2ccc(OC)cc2)no1
95	23	x	x	x	x	x	x	u	60*	97	CCC(C)c1ccccc1NC(=O)C(C)NCCN(C)C (centres undefined)
96	17	55*	-4	6	-1	38	3	101	-10	96	COC(=O)c1c(NC(=O)COc2ncnc3ccccc23)sc(C)c1C
101	10	x	x	x	x	x	x	u	-48	99	CCOc1ccc(/C=C2\SC(=S)N(NC(=O)c3ccncc3)C2=O)cc1OC
100	3	-1	0	-6	-3	-4	4	u	-23	105	CN(C)CCCn1c(SCCN2C(=O)c3ccccc3C2=O)nc2ccccc2c1=O
100	46	-5	1	-10	-1	-3	0	88	-87	91	COCCn1c(C)cc(C(=O)COC(=O)c2cc3c(s2)CCC3)c1C
98	21	-4	2	0	1	0	-1	98	-60	98	Fc1ccc(N/N=C/c2ccc(N3CCOCC3)cc2)c(F)c1
120	19	0	-1	0	-3	0	0	106	-31	105	Oc1ccccc1CN(Cc1ccco1)CC(O)COCc1ccc(Cl)cc1 (centres undefined)
102	54*	2	0	0	3	1	0	103	19	102	CCC1(C)Cc2c(sc3nnn(CC(=O)Nc4ccccc4C)c(=O)c23)CO1 (centres undefined)
80	-16	-3	0	0	-2	-4	-4	96	-23	94	O=C(CN1C(=O)S/C(=C/c2ccc(N3CCOCC3)cc2)C1=O)N1CCOCC1
101	25	-4	-2	-11	-7	-11	-1	98	-12	103	Cc1cccc(NS(=O)(=O)c2ccc(Br)s2)n1
97	-6	-4	2	-13	0	-6	-1	92	-28	93	c1ccc(-n2nnnc2-n2nnc3ccccc32)cc1

Full records as entered above. Order of values: RGS8-Gao reg, Mcl1-Noxa inh, Bcl-B Bim block, Bcl-W Bim block, Bfl-1 Bim block, Bim-Bcl-XL, Bim-Bcl-2, Bim-Mcl-1, RGS7-Gao reg, Mcl1 Bid PPI, RGS4-Gao reg
O=[N+]([O-])c1cc(C(F)(F)F)ccc1SCC(O)CO (centres undefined) is listed as 103, 2, -1, -3, -5, -1, -4, 0, u, -28, 102
O=C(Nc1ccc(F)cc1)c1sc(Cl)nc1-c1ccccc1 is listed as 102, 15, -5, -2, 1, -4, 0, -4, 96, 3, 98
COC(=O)c1c(NC(=O)COc2ncnc3ccccc23)sc(C)c1C is listed as 96, 17, 55*, -4, 6, -1, 38, 3, 101, -10, 96
CCC1(C)Cc2c(sc3nnn(CC(=O)Nc4ccccc4C)c(=O)c23)CO1 (centres undefined) is listed as 102, 54*, 2, 0, 0, 3, 1, 0, 103, 19, 102
COCCn1c(C)cc(C(=O)COC(=O)c2cc3c(s2)CCC3)c1C is listed as 100, 46, -5, 1, -10, -1, -3, 0, 88, -87, 91

Next section.
RGS8-Gao reg	Mcl1-Noxa inh	Bcl-B Bim block	Bcl-W Bim block	Bfl-1 Bim block	Bim-Bcl-XL	Bim-Bcl-2	Bim-Mcl-1	RGS7-Gao reg	Mcl1 Bid PPI	RGS4-Gao reg	smiles
63	16	4	4	-13	-5	4	7	26*	-42	78	Nc1ccc(-c2nc3c(Cl)cc(N)cc3[nH]2)cc1
100	-6	0	-2	-5	-1	0	0	102	-1	102	CCCNC(=O)COC(=O)c1cc(-c2ccc(OC)cc2)nc2ccccc12
103	5	-3	0	-3	-2	-3	0	100	-46	101	COc1cc(OC)c(OC)cc1CNCCSc1nnnn1C
106	2	-3	0	-7	-2	-7	-1	108	20	107	CC(OC(=O)c1ccc2c(=O)n3c(nc2c1)CCC3)C(N)=O (centres undefined)
103	12	-3	-1	-15	-7	-10	-4	99	-7	100	CC(=O)c1ccc(NS(=O)(=O)c2ccc(CC(C)C)cc2)cc1
103	0	-4	1	-9	-2	-4	3	101	-18	99	CCOC(=O)c1c(C)[nH]c(C(=O)CSc2nnc(CC(C)c3ccccc3)o2)c1C (centres undefined)
101	9	-5	-3	-16	-11	-9	-5	99	-31	99	COc1ccc(N(C(=O)c2ccco2)C(C(=O)NC2CCCC2)c2ccc(N(C)C)cc2)cc1OC (centres undefined)
100	14	-12	-5	-11	-13	-3	-4	96	-29	100	CC(C)Oc1ccc(/C=C(\NC(=O)/C=C/c2ccco2)C(=O)NCCc2nc3ccccc3[nH]2)cc1
88	13	1	2	1	3	0	0	86	-9	85	O=C(c1ccco1)c1cn[nH]c1-c1ccc(Cl)cc1O
99	12	-5	-4	-5	-3	-6	-4	109	-12	99	Cc1cc(C)nc(NC(=O)c2ccc(Cl)cc2Cl)n1
104	19	-4	-1	-8	-3	-6	0	101	-53	100	COCCCNC(=S)Nc1ccc(OC(F)F)cc1C
130	-8	-6	0	0	-1	-2	-2	106	-69	106	COc1ccc(Cl)cc1NC(=S)NCCN1CCOCC1
97	28	-5	0	-3	-6	-3	-6	98	-84	94	CC1=NN(c2nc(-c3ccc(C)cc3)cs2)C(=O)C1N=Nc1cccc(O)c1 (centres undefined)
96	-8	x	x	x	x	x	x	u	-16	93	COc1ccc(/C=C/c2nnc(NC(=O)C(C)(C)C)s2)cc1
95	4	-9	-7	-10	-5	-8	-1	89	-36	92	COC(=O)Cc1ccc(NC(=S)NCc2ccccc2)cc1
102	112*	-1	4	0	0	0	0	100	22	101	O=c1cc(-c2ccc(O)c(-c3c(O)cc(O)c4c(=O)cc(-c5ccc(O)cc5)oc34)c2)oc2cc(O)cc(O)c12
101	0	-7	-5	-4	-4	-5	-6	103	-25	102	COc1cc(NC(=O)COc2ccc(Cl)cc2)ccc1-c1cc2ccccc2oc1=O
100	10	-7	2	-8	-3	-8	0	99	-16	101	CCOC(=O)CSc1[nH]c(=O)cc(C)c1C#N
102	-5	-7	-4	-12	-5	-5	-2	98	-8	101	O=C(NCc1cccc(C(F)(F)F)c1)c1cc(Cl)ccc1Cl
95	84*	9	7	8	7	5	2	88	34	79	CSc1nc(SCC(=O)NCc2ccco2)c2c3c(sc2n1)CN(C)CC3
103	3	-1	0	-3	0	-1	-1	106	-2	102	CCOC(=O)Cn1nc(C)cc1NC(=O)c1ccncc1
101	-21	-8	-3	0	-2	-1	0	103	6	105	Cc1cccc2cc(C#N)c(N3CCCC3)nc12
102	-17	-11	-3	-4	-2	-2	-2	103	-33	101	COc1ccc(C(=O)NC(=S)NNC(=O)c2cnccn2)cc1
102	-3	x	x	x	x	u	x	102	4	102	O=C(c1cccnc1)N1CCN(S(=O)(=O)c2ccc(Cl)cc2)CC1
102	20	-8	0	-16	-7	-10	-2	102	-1	98	COc1ccc(CCNC(=O)COC(=O)c2ccc(Br)o2)cc1
99	-8	-8	0	-14	-5	-6	-2	100	20	102	O=C(Nc1cccc(C(F)(F)F)c1)N(Cc1ccc(Cl)cc1)CC(O)C(F)(F)F (centres undefined)
